# Screening results (PubChem)
# RXFP1 antagonist = RXFP1 (human) relaxin receptor antagonism | AID 1259400 | Q9HBX9 | HEK293-RXFP1, relaxin-stimulated cAMP HTRF, 30 min; hits give low values | activity change, negative = inhibition, % at 57.5 µM | actives 0.59% (n = 350,000);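 active = activity change of -60% or lower, but not beyond a set lower limit; inconclusive = change between -60% and -40%, or beyond the set limit; inactive = change above -40%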; note: % is set by controls: 0 for no effect and ±100 for the full control effect
# D2 agonist = D2 dopamine receptor (human) agonism; actives 0.53% (n = 340,000); activation, % at 2 µM; HEK293 T-REx D2 cells, calcium flux agonist mode;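 active = activation over 3 SD above normal in the single-dose calcium agonist read, cut at about 30% in these data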; note: 0% is about no effect
#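 HEK293 Trex D2 cells, tetracycline-induced, o/n 30 C 5% CO2; no-wash Ca dye, RT 30–90 min; 10-cycle baseline, 23 nl cpd added, kinetic Ca read 180 s; agonist hits = positive Ca response.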
# D1 agonist = agonists of human D1 dopamine receptor | actives 1% (n = 360,000) | activation, % at 2 µM | P21728 | HEK293 T-REx D1 cells, calcium flux, agonist mode | AID 504660; in the data active = activation above about 30%; note: 0% is about no effect
# Target sequence (P21728 whole entry, looked up): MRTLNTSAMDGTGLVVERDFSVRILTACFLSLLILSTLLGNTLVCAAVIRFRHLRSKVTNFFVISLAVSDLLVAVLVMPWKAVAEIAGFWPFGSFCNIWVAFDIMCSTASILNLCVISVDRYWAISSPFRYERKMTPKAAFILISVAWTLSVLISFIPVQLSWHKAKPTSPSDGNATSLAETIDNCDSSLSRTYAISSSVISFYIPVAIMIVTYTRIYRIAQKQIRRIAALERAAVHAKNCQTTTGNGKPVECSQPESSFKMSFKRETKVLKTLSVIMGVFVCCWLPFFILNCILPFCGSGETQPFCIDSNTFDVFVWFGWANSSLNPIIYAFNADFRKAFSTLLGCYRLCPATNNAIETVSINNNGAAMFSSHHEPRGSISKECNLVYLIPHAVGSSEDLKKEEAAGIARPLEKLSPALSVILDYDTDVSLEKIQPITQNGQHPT
#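 Agonism was scored from calcium flux recorded over 180 s (1 read/s) after pintool compound addition, following a 10-cycle baseline. Cells were inducible force-coupled HEK293 TREx D1, plated overnight at 30 C and loaded with no-wash calcium dye.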
# D1 potentiator = potentiators of human D1 dopamine receptor; P21728; HEK293 TREx D1 cells, calcium flux, dopamine EC20 potentiation; actives 0.036% (n = 360,000); potentiation, % at 10 µM; in the data active = potentiation above about 30%; note: 0% is about no effect
# D2 antagonist = D2 dopamine receptor (human) antagonism; actives 2% (n = 340,000); HEK293 TREx D2 cells, calcium flux, dopamine EC80; inhibition, % at 10 µM; in the data active = inhibition above about 30%; note: 0% is about no effect
#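 Inhibition of EC80 dopamine-driven calcium flux, recorded kinetically, defines activity here; cells are a tetracycline-induced HEK293 T-REx line expressing force-coupled D2.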
# D1 antag = antagonists of human D1 dopamine receptor. P21728. activity change, negative = inhibition, % at 10 µM. HEK293 TREx D1 cells, calcium flux, dopamine EC80; hits give low values. actives 3.2% (n = 360,000); in the data active = activity change below about -30%; note: % is set by controls: 0 for no effect and ±100 for the full control effect
#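 HEK293 T-REx cells expressing inducible, force-coupled D1 receptor; no-wash Ca dye, 30–90 min RT. Cmpd → 180 s read at 1 Hz → EC80 DA → 180 s read.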
# TRHR enhancer = TRH receptor (human) allosteric enhancement; P34981; TRHR cells, fluo-8 calcium fluorescence, EC20 TRH enhancement; enhancement, % at 2 µM; actives 0.66% (n = 360,000); AID 493056; in the data active = enhancement above about 30%; note: 0% is about no effect
# Target sequence (P34981 whole entry, looked up): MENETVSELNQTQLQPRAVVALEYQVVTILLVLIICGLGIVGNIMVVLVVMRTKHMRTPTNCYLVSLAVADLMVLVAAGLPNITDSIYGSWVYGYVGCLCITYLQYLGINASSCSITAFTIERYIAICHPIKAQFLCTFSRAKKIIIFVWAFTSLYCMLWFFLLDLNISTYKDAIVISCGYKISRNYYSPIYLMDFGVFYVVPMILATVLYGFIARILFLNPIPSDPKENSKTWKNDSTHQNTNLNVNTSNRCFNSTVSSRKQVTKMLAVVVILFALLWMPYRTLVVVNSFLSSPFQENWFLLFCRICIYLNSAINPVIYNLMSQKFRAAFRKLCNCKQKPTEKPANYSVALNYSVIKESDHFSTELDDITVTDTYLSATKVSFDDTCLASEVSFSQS
#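 Enhancer read-out: after compound pinning and an initial kinetic agonist-mode read, an EC20 of TRH (10 nM final) was injected and fluo-8 calcium signal (Ex 480/Em 530) followed at 1 s/cycle for 100 cycles in TRHR-expressing cells.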
# RXFP1 ag = activates the human relaxin receptor RXFP1 | Q9HBX9 | HEK293T-RXFP1 cAMP TR-FRET, 30 min; response scale: percent of porcine relaxin response, buffer zero | Potency, µM (series often up to 57.5 µM), inactives show top-dose activation, usual class: activators | actives 0.3% (n = 370,000) | AID 2676; active = well fitted activation curve with a large enough effect; inconclusive = small, poorly fitted or top-dose-only effect; note: potency is the fitted concentration of half-maximal effect; % is set by controls: 0 for no effect and ±100 for the full control effect; nearly all actives have a fitted effect of over 60% in size; many of its hits are not listed in these tables
#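 cAMP rise read by TR-FRET after 30 min, 37C compound exposure (up to 58 uM) in RXFP1-transfected HEK293 cells with Ro 20174 present. EC50 from Hill-equation fits, with 29 nM porcine relaxin as 100% and buffer as basal.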
# D2 potentiator = positively modulates the human D2 dopamine receptor allosterically; potentiation, % at 10 µM; actives 0.34% (n = 340,000); P14416; HEK293 T-REx D2, calcium flux, EC20 dopamine potentiation;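 active = potentiation over 3 SD above the plate norm, cut at about 30% in these data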; note: 0% is about no effect
#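 Tetracycline-induced HEK293 T-REx cells force-coupled to calcium signalling expressed D2; compounds were pin-added after a 10 s baseline, read kinetically 180 s, then an EC20 dopamine challenge followed with a further 180 s calcium read.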
# * marks the source's active call; other numbers are inactive results; ? = inconclusive; . = no result given. This is a subset; rates above refer to the full screens.
no.	SMILES	RXFP1 antagonist	D2 agonist	D1 agonist	D1 potentiator	D2 antagonist	D1 antag	TRHR enhancer	RXFP1 ag	D2 potentiator
1	CCN(CC)Cc1c(O)ccc2cc(-c3nc4ccccc4n3C)c(=O)oc12	1.2	-0.4	13.8	-0.9	0.5	6.8	7.2	?	4.2
2	CC1=CCC[C@@H]2[C@@](C)(CC/C(C)=C/C(=O)O)[C@H](C)CC[C@@]12C	.	1.5	-0.3	0.5	-1.6	12.2	5.5	6.1%	5.4
3	CCOC(=O)c1cc[nH]c1C	-10.0	0.7	3.7	-2.2	9.1	-4.5	4.6	-2.4%	-5.1
4	O=C(Nc1ccc(Br)cc1)c1cc([N+](=O)[O-])cc([N+](=O)[O-])c1	-1.9	3.5	18.9	-3.4	5.1	-36.6*	7.0	-1.0%	-5.6
5	O=S(=O)(Nc1nc(CN2CCOCC2)nc2sc3c(c12)CCCC3)c1cc(F)ccc1F	2.8	1.0	2.9	-3.4	-1.8	10.6	2.4	-1.9%	-6.3
6	COCCOC(=O)Cn1nnc2sc(-c3ccccc3)cc2c1=O	-5.3	0.6	3.9	-1.1	.	-3.4	3.5	0.1%	11.9
7	COc1cccc(C(=O)N2CC(=O)Nc3ccc(C)cc3C2c2ccc(F)cc2)c1OC (stereo not given)	-9.0	2.8	0.7	-0.6	.	-0.5	-2.0	-0.5%	5.4
8	COc1cccc(/C=N/NC(=O)CN(C)S(=O)(=O)c2ccccc2)c1OC	5.3	-0.2	1.1	1.6	20.4	4.8	1.6	0.2%	-19.2
9	O=C(Nc1c2c(nn1-c1ccc(F)cc1)CS(=O)(=O)C2)c1ccc2c(c1)OCO2	2.4	0.1	2.0	0.7	-9.7	-1.5	-3.8	-0.6%	8.3
10	COc1ccc(CCNC(=O)C(=O)NCc2ccc(C)cc2)cc1OC	32.8	-1.7	-0.7	-1.2	1.8	-5.7	-4.1	0.9%	-7.0
11	O=C(Nc1ccc(-c2noc(CCc3ccccc3)n2)cc1)c1cccnc1	?	1.3	2.9	-3.8	-2.5	-25.7	-0.1	1.0%	-1.1
12	COc1ccc(N(CC(=O)NN=C2CCCCCCC2)S(=O)(=O)c2ccccc2)cc1Cl	2.4	0.1	0.2	0.1	7.7	6.9	-1.6	-2.9%	-0.4
13	COc1ccc(N2CCN(CC(O)COC(c3ccccc3)c3ccccc3)CC2)cc1 (stereo not given)	?	-0.3	1.6	-3.5	-10.4	4.4	1.1	0.6%	-8.7
14	O=C(O)COc1ccc(C(=O)c2ccccc2)cc1	2.5	-0.2	5.6	-2.5	-3.4	-30.5*	-1.0	-1.5%	-5.1
15	O=C(NCc1cccnc1)c1ccc(CS(=O)(=O)c2ccc(Br)cc2)o1	.	.	4.8	-1.8	.	-4.3	-14.1	-0.5%	.
16	Cc1ccc(N2C(=O)c3ccccc3NC2C(C)Cc2ccc3c(c2)OCO3)cc1 (stereo not given)	8.4	0.8	2.5	-0.7	33.7*	-5.4	-1.7	6.3%	-1.0
17	CCn1nc(C(=O)N2CCc3ccccc32)c2ccccc2c1=O	-16.6	-0.8	2.2	.	-10.2	-2.1	1.9	1.1%	8.4
18	Cc1nc(NC(=O)CN2CCC(O)(c3ccc(F)cc3)CC2)sc1C	-0.8	0.1	1.7	-6.3	-22.0	1.7	0.5	-0.2%	-12.0
19	CNC(=O)C(=O)Nc1c(O)c2ccccc2[nH]c1=O	5.2	1.4	1.1	-1.0	-10.9	-5.0	2.9	-5.3%	10.8
20	CCOC(=O)CSc1nnc(CNC(=O)c2ccc([N+](=O)[O-])cc2)n1C	-15.3	0.7	2.1	-1.4	9.9	-0.4	-7.2	1.0%	-0.7
21	Nn1cnc2scc(-c3ccco3)c2c1=O	-5.9	0.2	0.0	-13.9	-7.3	-8.1	3.9	9.8%	.
22	Cc1ccc(Cl)cc1NC(=O)Nc1cccs1	-11.2	0.4	23.9	-9.3	19.0	-62.9*	-3.4	-0.3%	-19.3
23	Cc1cc(C)nc(N2CCN(C(=O)c3ccc(S(=O)(=O)N4CCCCCC4)cc3)CC2)n1	8.5	-0.1	2.4	-1.4	-11.7	-4.8	0.0	-2.2%	13.0
24	Cc1ccc(CCNC(=O)CCSCc2ccccc2F)cc1	-12.9	1.2	-3.2	-0.7	.	-16.6	-1.2	-1.6%	-7.6

# Compound profiles, from the list above. Values in the order: RXFP1 antagonist, D2 agonist, D1 agonist, D1 potentiator, D2 antagonist, D1 antag, TRHR enhancer, RXFP1 ag, D2 potentiator
# Record of Nn1cnc2scc(-c3ccco3)c2c1=O = -5.9, 0.2, 0.0, -13.9, -7.3, -8.1, 3.9, 9.8%, .
# Record of COCCOC(=O)Cn1nnc2sc(-c3ccccc3)cc2c1=O = -5.3, 0.6, 3.9, -1.1, ., -3.4, 3.5, 0.1%, 11.9
# Record of O=C(Nc1c2c(nn1-c1ccc(F)cc1)CS(=O)(=O)C2)c1ccc2c(c1)OCO2 = 2.4, 0.1, 2.0, 0.7, -9.7, -1.5, -3.8, -0.6%, 8.3
# Record of O=C(NCc1cccnc1)c1ccc(CS(=O)(=O)c2ccc(Br)cc2)o1 = ., ., 4.8, -1.8, ., -4.3, -14.1, -0.5%, .
# Record of O=C(Nc1ccc(-c2noc(CCc3ccccc3)n2)cc1)c1cccnc1 = ?, 1.3, 2.9, -3.8, -2.5, -25.7, -0.1, 1.0%, -1.1

# The list goes on.
no.	SMILES	RXFP1 antagonist	D2 agonist	D1 agonist	D1 potentiator	D2 antagonist	D1 antag	TRHR enhancer	RXFP1 ag	D2 potentiator
25	O=C(NN=C1CCCCCCCCCCC1)c1cccnc1	5.3	-1.9	-0.4	-3.0	-6.7	-3.8	6.1	-0.4%	0.6
26	Cc1ccc2oc(-c3ccc(NC(=O)CCC(=O)O)cc3)nc2c1	.	0.0	9.5	-0.4	.	4.8	0.4	14.9%	4.2
27	Cc1ccc(C(=O)NC(=S)NNC(=O)COc2ccccc2C)cc1	0.4	5.2	30.6*	1.8	4.4	3.4	1.5	-4.3%	-5.3
28	Cn1c(=O)c2c(ncn2CC(=O)N2CCN(c3ccccc3F)CC2)n(C)c1=O	-9.1	2.6	0.1	-5.1	-0.7	3.1	0.8	7.2%	-6.9
29	CCCc1cc(=O)oc2cc(OC(C)C(=O)NCC3CCC(C(=O)O)CC3)ccc12 (stereo not given)	.	0.6	2.6	0.1	12.9	-7.3	4.1	0.5%	11.1
30	CCOc1ccc(-n2nc3ccc(NC(=O)c4ccc(-c5cccc(Cl)c5)o4)cc3n2)cc1	3.8	1.2	6.3	-0.8	.	11.0	-7.6	11.9%	0.3
31	COc1cccc(/C=N/NC(=O)CC2C(=O)NN=C2C)c1OC (stereo not given)	9.2	0.1	2.8	-7.7	-11.8	6.3	20.5	-1.4%	3.5
32	COc1ccc(C(CCN2CCOCC2)c2c(OC)cc(OC)c3c(C)cc(=O)oc23)cc1 (stereo not given)	.	-0.2	9.8	-3.2	18.5	-6.6	-0.8	1.8%	-3.0
33	O=C(c1ccc(F)cc1)C1CCN(C(=S)Nc2ccc(F)cc2)CC1	0.2	1.5	9.4	-6.2	47.5*	-9.0	-3.8	0.3%	7.2
34	CCOc1cc2[nH]c(=S)n(Cc3ccc(C)o3)c(=O)c2cc1OCC	-29.7	-0.7	0.4	-5.0	7.9	2.9	-3.5	7.0%	-0.6
35	CCOc1ccc(NC(=O)Cn2c(=O)n(-c3cccc(OC)c3)c(=O)c3c4c(sc32)CCCC4)cc1	-0.2	0.0	2.2	1.9	.	-8.7	-7.7	1.5%	-3.6
36	Cc1cc(C)c2nc(NC(=O)c3ccc(S(=O)(=O)N4CCCC4)cc3)sc2c1	.	0.1	1.1	-0.7	.	3.1	3.6	6.3%	8.0
37	COc1ccc2c(c1)c(C(=O)O)c(C)n2-c1ccccc1	-0.4	-0.4	0.5	-0.1	5.9	-0.3	-0.7	0.3%	-0.1
38	CCC(=O)N1N=C(c2ccc(Cl)cc2)CC1c1ccco1 (stereo not given)	-63.7*	0.9	0.6	-10.7	11.8	-9.8	4.2	-0.3%	9.5
39	COc1cccc(/C=N\NC(=O)c2ccc(C)nc2)c1	-12.0	0.3	2.3	-9.8	1.7	-17.1	-0.9	1.3%	0.6
40	COc1ccc(S(=O)(=O)NCCCCCC(=O)NCCCN2CCOCC2)cc1	-11.6	0.4	2.7	-2.8	2.3	14.3	7.9	-2.2%	-4.6
41	COc1ccc(Nc2ncc(C(=O)Nc3cccc(Cl)c3)c3ccccc23)cc1	.	0.1	2.2	0.7	.	-2.6	3.3	-0.5%	13.5
42	CCSC1=NCN(CCCC(=O)O)CN1	-5.8	-0.6	1.6	-3.0	-5.4	-0.5	-3.6	-1.4%	6.1
43	CC(C)C1CC(O)(C2(O)CCCCC2)ON1 (stereo not given)	-2.1	0.4	-0.6	-1.9	-1.0	12.3	-6.4	0.7%	0.0
44	Cc1cc(C)cc(NC(=O)Nc2cnccn2)c1	4.5	-2.4	5.3	-19.3	-11.7	13.9	-1.7	-2.1%	-1.6
45	NC(=O)Nc1cc(Cl)ccc1Cl	6.6	-0.2	2.1	0.5	-4.5	-0.6	2.0	0.9%	-6.2
46	CCCNC(=O)C(=O)NCc1ccccn1	-3.6	0.2	0.1	2.5	-1.8	7.6	3.0	4.1%	1.6
47	CN1CCN(C(=O)c2c(O)c3cccc4c3n(c2=O)CCC4)CC1	-4.4	-0.2	3.5	7.2	-1.8	3.1	2.8	0.3%	8.0
48	Cc1ccc(C2(C)NC(=O)N(CC(=O)Nc3ccccc3N3CCCCC3)C2=O)cc1 (stereo not given)	-0.7	1.8	12.8	4.8	-13.7	34.9	0.6	-0.9%	9.2
49	Cc1nn(Cc2ccccc2Cl)c(C)c1NC(=O)c1nc2ncccn2n1	1.3	1.5	-0.6	-3.2	-12.0	-6.0	-2.2	0.1%	1.7
50	O=S(=O)(Nc1ccncc1Cl)c1cc(Cl)ccc1Cl	19.2	-0.5	6.5	3.0	-2.0	11.9	2.2	-0.1%	12.5
51	COC(=O)CNC(=O)CN1C(=O)N(c2cccc(Cl)c2)C(N(O)C(=O)Nc2cccc(Cl)c2)C1(C)C (stereo not given)	-14.3	-0.6	6.2	0.1	5.4	9.8	-8.9	1.1%	7.2
52	COc1cccc(CN2CC(C(=O)NCCc3ccccc3C(F)(F)F)CCC2=O)c1 (stereo not given)	11.4	-0.2	0.9	-4.2	-6.0	-5.8	-0.6	-0.3%	-7.1
53	CC(C)(C)NC(=O)CN(C(=O)C(=O)Nc1ccc2c(c1)OCCO2)N1CCOCC1	0.8	0.1	3.8	5.5	6.6	0.4	-1.8	1.3%	.
54	CCOC(=O)C1(Cc2ccccc2C)CCCN(Cc2cn(C)nc2C)C1 (stereo not given)	5.9	0.1	0.5	-1.6	7.9	-1.1	2.3	0.5%	1.4
55	CC(CNC(=O)c1cc2ccccn2n1)c1ccccc1 (stereo not given)	3.4	0.1	0.3	-4.7	.	-6.4	-1.9	0.1%	-0.8
